Bioassay records (PubChem BioAssay)
a7 integrin act: integrin-mediated muscular dystrophy alleviation activation. alpha7betagal myoblasts, beta-gal FDG fluorescence, 48 h. Potency, µM (series often up to 38.3 µM), inactives show at the top dose activation, usual class: activators. hit rate 0.064% among 350,000;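 further: potency means the concentration at half of the fitted maximal effect; 100% = response of the positive control SU9516; nearly all actives have a fitted effect of over 60% in size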
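alpha7betagal+/- myoblasts (passage 13, 250/well) treated 48 h at 37C with compounds at 1:260 dilution of DMSO stock. Lysed, then beta-galactosidase activity read as FDG fluorescence (ex 480/em 540) after 30 min, with pre-read for autofluorescence.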
Menin-MLL TR inh: menin-MLL binding inhibition, Texas Red mutant peptide; O00255; Menin + Texas Red MLL mutant peptide, fluorescence polarization; Potency, µM (top dose mostly 61.6 µM), without a hit: at the top dose FP activity change, negative = inhibition, hits mostly inhibitors; hit rate 0.23% among 270,000; AID 1768; active means well fitted inhibition curve with a large enough effect in the polarisation, with a control signal flat, not every such curve was filed as active; inconclusive means small, poorly fitted or top-dose-only effect, or effect the other way, or a change in a side signal; inactive means no such curve, though single readings can be large or run the other way; the % refers to the polarisation; further: potency means the concentration at half of the fitted maximal effect; % of control where 0% means no effect; many of its hits are not listed in these tables
Target sequence (O00255 whole entry, looked up): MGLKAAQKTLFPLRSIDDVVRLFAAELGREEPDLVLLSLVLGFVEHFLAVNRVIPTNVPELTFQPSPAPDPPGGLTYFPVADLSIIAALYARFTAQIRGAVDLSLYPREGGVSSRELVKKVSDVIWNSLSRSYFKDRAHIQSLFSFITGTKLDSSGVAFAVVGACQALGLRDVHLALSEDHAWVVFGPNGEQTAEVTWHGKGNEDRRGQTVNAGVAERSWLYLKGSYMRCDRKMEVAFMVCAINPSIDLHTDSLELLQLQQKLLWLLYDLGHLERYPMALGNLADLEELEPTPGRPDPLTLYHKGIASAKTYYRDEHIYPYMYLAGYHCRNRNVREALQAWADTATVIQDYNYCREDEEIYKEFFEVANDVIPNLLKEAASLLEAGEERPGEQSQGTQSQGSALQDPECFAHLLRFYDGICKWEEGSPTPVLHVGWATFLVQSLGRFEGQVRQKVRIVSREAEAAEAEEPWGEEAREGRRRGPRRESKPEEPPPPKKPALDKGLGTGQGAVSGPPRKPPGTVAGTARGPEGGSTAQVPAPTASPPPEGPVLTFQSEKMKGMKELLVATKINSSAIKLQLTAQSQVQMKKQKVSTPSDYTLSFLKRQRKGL
Mito fusion act: blocks mitochondrial division or promotes mitochondrial fusion. S. cerevisiae fusion-defective mutant growth rescue, CellTiterGlo 48 h. Potency, µM (highest dose often 46.1 µM), for inactives: at the highest dose growth rescue (activation), actives largely listed as activators. hit rate 0.23% among 320,000;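 further: potency means the concentration at half of the fitted maximal effect; % of control where 0% means no effect; nearly all actives have a fitted effect of over 45% in size; temperature-sensitive fusion mutants such as fzo1-1 at 37 °C on non-fermentable ethanol glycerol medium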
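S. cerevisiae fusion-defective temperature-sensitive mutants (e.g. fzo1-1, mgm1-5) grown 48 h at 37C in YPEG (ethanol/glycerol non-fermentable) medium with 23 nl compound per well; growth rescue read as CellTiterGlo luminescence.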
MLL CXXC-DNA inh: MLL CXXC-DNA interaction inhibition. MLL-CXXC / FITC-HOXA9 DNA fluorescence polarization. Potency, µM (top dose mostly 115 µM), for the others: top-dose activity change, negative = inhibition, usual class: inhibitors. hit rate 0.037% among 290,000. AID 2662; active means well fitted inhibition curve with a large enough effect in the polarisation, with a control signal flat, not every such curve was filed as active; inconclusive means small, poorly fitted or top-dose-only effect, or effect the other way, or a change in a side signal; inactive means no such curve, though single readings can be large or run the other way; the % refers to the polarisation; further: potency means the concentration at half of the fitted maximal effect
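Steps: dispense CXXC domain solution (7 uM) → pin compounds or unlabeled HOX-A9 DNA control → 5 min ambient → add FLSN-HOX-A9 solution (50 nM) → spin → 30 min ambient → fluorescence polarization. Tris pH 7.5/NaCl/DTT/BSA buffer.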
ASM inhibitor: inhibitors of human secretory acid sphingomyelinase. P17405. placental ASM, HMU-PC fluorogenic substrate, 60 min. Potency, µM (highest dose often 57.5 µM), inactives show at the top dose activity change, negative = inhibition, hits mostly inhibitors. hit rate 0.006% among 340,000; further: potency means the concentration at half of the fitted maximal effect
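qHTS format. ASM enzyme prepared from human placenta hydrolyses the fluorogenic substrate HMU-PC0 (9 uM final) over 60 min at 37 °C after a 10 min compound preincubation.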
TSG101-PTAP inh: blocks PTAP/TSG101 interaction to inhibit HIV-1 budding; Potency, µM (series often up to 115 µM), for the others: at the top dose activity change, negative = inhibition, usual class: inhibitors; AID 493005; Fluorescence polarization, FITC-PTAP peptide / Tsg101 binding; 340,000 tested, under 10 active; active means well fitted inhibition curve with a large enough effect in the main read-out, with a control signal flat, not every such curve was filed as active; inconclusive means small, poorly fitted or top-dose-only effect, or effect the other way, or a change in a side signal; inactive means no such curve, though single readings can be large or run the other way; further: potency means the concentration at half of the fitted maximal effect; % of control where 0% means no effect
Target sequence (Q99816 whole entry, looked up): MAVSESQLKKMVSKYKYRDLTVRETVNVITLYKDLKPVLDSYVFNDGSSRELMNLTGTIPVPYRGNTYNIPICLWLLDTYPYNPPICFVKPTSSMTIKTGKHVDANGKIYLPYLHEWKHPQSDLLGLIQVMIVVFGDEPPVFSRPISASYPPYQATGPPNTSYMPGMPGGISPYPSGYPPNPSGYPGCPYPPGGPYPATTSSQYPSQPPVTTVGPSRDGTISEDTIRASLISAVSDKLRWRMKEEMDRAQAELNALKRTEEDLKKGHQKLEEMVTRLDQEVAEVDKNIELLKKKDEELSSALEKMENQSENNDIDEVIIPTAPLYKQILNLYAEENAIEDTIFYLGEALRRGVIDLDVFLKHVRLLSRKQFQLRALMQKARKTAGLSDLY
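Steps: Tsg101 binding domain dispensed (10 uM final), compounds pinned in DMSO, FITC-labeled PTAP-motif peptide added (50 nM final); after 20 min binding at room temperature, polarization measured.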
TSHR antag: antagonists of human thyroid stimulating hormone receptor; hit rate 0.2% among 330,000; activity change, negative = inhibition, % at 11.5 µM; TSHR-expressing cells, TSH-stimulated cAMP HTRF, 2 h; active compounds read low; AID 504810;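 active means activity change below a set negative limit, meaning inhibition stronger than a set level, cut at about -70% in these data; inconclusive means activity change between two set negative limits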; further: on the % scale 0 is the no-effect control and ±100 the full control effect
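TSHR-expressing cells were treated with compounds, then stimulated with TSH at EC80 (4nM final) for 2 hours at 37 deg C. Cellular cAMP was measured by HTRF competition between lysate cAMP and cAMP-d2 for a cryptate-labelled anti-cAMP antibody.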
TCR act: activators of T cell receptors | primary human leukocytes, anti-CD3, IL-2 HTRF, 48 h | Potency, µM (series often up to 9.22 µM), inactives show top-dose activation of IL-2 secretion, most hits filed as activators | 330,000 tested, under 10 active; further: % of control where 0% means no effect
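TCR engagement came from a-CD3 beads alone, with compounds added to primary human leukocytes for 48 hr. Secreted IL-2 bridged europium cryptate- and d2-labelled anti-IL-2 antibodies, giving FRET emission at 665nm after 320nm excitation.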
MBNL1-CUG inh: inhibitors of human MBNL1 binding to CUG repeat RNA; Q9NR56; TR-FRET MBNL1-His/biotin-(CUG)12 binding, 665/545 ratio; Potency, µM (titrated, usually from 57.5 µM), for the others: at the top dose activity change, negative = inhibition, hits mostly inhibitors; hit rate 0.036% among 280,000; AID 2675; active means well fitted inhibition curve with a large enough effect in the signal ratio, with a control signal flat, not every such curve was filed as active; inconclusive means small, poorly fitted or top-dose-only effect, or effect the other way, or a change in a side signal; inactive means no such curve, though single readings can be large or run the other way; the % refers to the signal ratio; further: potency means the concentration at half of the fitted maximal effect; on the % scale 0 is the no-effect control and ±100 the full control effect
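TR-FRET readout: Ex 340 nm, 665/545 nm emission ratio, normalized to buffer-only (basal) and MBNL1-(CUG)12 controls. Complex of MBNL1-His with Biotin-(CUG)12, compounds 92 nM–58 uM, incubated 60 min at room temperature.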
A-T KAP1 phos: candidate therapy for ataxia-telangiectasia; […] A-T fibroblasts, KAP-1 phosphorylation AlphaLISA; neocarzinostatin DNA damage 30 min before lysis; Potency, µM (top dose mostly 57.5 µM), without a hit: top-dose activation, hits mostly activators; hit rate 0.19% among 320,000; AID 485349; further: potency means the concentration at half of the fitted maximal effect; % of control where 0% means no effect; nearly all actives have a fitted effect of over 45% in size
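hTERT-immortalized A-T patient fibroblasts ([…]), 500 cells/well in OPTI-MEM, 1% FBS, got compounds for 60 min, then NCS for 30 min at 37C. Lysates were then assayed for phospho-KAP-1 by AlphaLISA (anti-pKAP1 donor, anti-KAP1 acceptor beads), 6 hr at 25C.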
* marks the source's active call; other numbers are inactive results; ? = inconclusive; · = no result given; [ ] = remark or other dose. Unless noted, the call rests on the fitted dose curve; in most records, active means well fitted curve in the direction sought with a large enough effect; inconclusive means small, poorly fitted or top-dose-only effect, or another doubt; inactive means no such curve, though single readings can be large; an effect the other way counts as inactive or inconclusive. These rows are one share of the data; the hit share may differ from the screen's.

No.	molecule	a7 integrin act	Menin-MLL TR inh	Mito fusion act	MLL CXXC-DNA inh	ASM inhibitor	TSG101-PTAP inh	TSHR antag	TCR act	MBNL1-CUG inh	A-T KAP1 phos
1	COCCn1c(SCC(=O)Nc2ccc3c(c2)OCCO3)nc2c(c1=O)SC(C)C2 (centres undefined)	11.8%	-11.0%	-0.4%	4.4%	-2.8%	-3.3%	3.2	-9.7%[46.1 µM]	-4.6%	10.5%
2	O=C(CCN1C(=O)c2ccccc2C1=O)NCc1cccc(Cl)c1	0.0%	·	7.2%	-0.9%	-0.7%	1.8%	-0.9	2.1%	-11.2%	-1.3%
3	COc1cccc(NC(=O)Cn2c(=O)n(-c3ccccc3)c(=O)c3sccc32)c1	1.1%	-3.4%	-4.3%	-1.2%	-3.0%	-1.6%	-0.9	-0.9%	58.2%[activator]	-3.1%
4	CC(C)(C)NC(=O)CN(C(=O)CN1C(=O)C(=O)c2ccccc21)C(C)(C)C	16.5%	-24.1%	0.2%	-4.6%	0.0%	-0.9%	-4.2	1.3%	?	2.9%
5	CN(C)C1(CNC(=O)CC(NC(=O)c2ccccc2Cl)c2ccccc2)CCCCC1 (centres undefined)	0.9%	6.8%	-3.6%	1.3%	2.7%	-4.6%	10.4	1.0%	-10.2%	-4.7%
6	CCN1CCc2nc(SCC(=O)Nc3ccc(OC)cc3)c(C#N)cc2C1	-15.8%	-7.4%	-2.9%	0.1%	35.1%[activator]	-6.1%	6.0	8.9%	6.5%	7.4%
7	Cc1[nH]nc2c1C1(C(=O)N(Cc3ccc(Cl)cc3)c3ccccc31)C(C#N)=C(N)O2 (centres undefined)	-11.3%	30.7%[activator]	3.2%	2.3%	-5.2%	-3.8%	5.0	-4.0%	?	-6.2%
8	C[C@H](CO)N1C[C@H](C)[C@@H](CN(C)S(=O)(=O)c2cccs2)Oc2c(NS(=O)(=O)c3ccc(F)cc3)cccc2C1=O	3.0%	·	·	·	6.0%	1.2%	-2.3	-0.8%	·	2.2%
9	Cc1ccc(OCCNC(=O)CCc2ccccc2)cc1C	34.6%	·	·	·	-3.8%	5.8%	·	4.7%	·	·
10	CCOC(=O)c1cc(-c2ccccc2)n(CC(=O)Nc2ccc(OC)cc2)c1C	-18.5%	2.2%	0.9%	-16.4%	-7.0%	-0.2%	-3.1	-1.5%[46.1 µM]	-6.3%	-2.0%
11	CCc1cccc(NC(=O)CSCc2cc(=O)[nH][nH]2)c1	10.0%	·	3.3%	-4.8%	0.4%	-1.0%	-0.6	1.2%	0.2%	-0.8%
12	CC(C)(C)OC(=O)N1CCCC(C(=O)Nc2cccc(C(=O)NCCCCc3ccccc3)c2)C1 (centres undefined)	18.8%	·	·	·	-0.9%	-1.0%	·	-2.6%	·	·
13	Cc1ccc2c(c1)N(CCC(=O)NCC1CCCO1)C(=O)CO2 (centres undefined)	?	·	1.9%	-11.3%	-6.4%	-5.7%	4.8	-1.1%	4.5%	3.0%
14	COc1ccccc1N=NC1=C(O)CC(C)(C)CC1=O	-24.8%	-2.1%	-6.3%	-5.7%	-4.6%	0.6%	2.9	0.7%[46.1 µM]	?	-1.1%
15	CC1=CCC(C(=O)O)(C(=O)N/N=C/c2cccnc2)C(c2ccccc2)C1 (centres undefined)	3.6%	-20.0%	-6.5%	3.4%	-2.7%	-1.1%	-0.6	2.6%	2.3%	-4.0%
16	CCOC(=O)C1(Cc2cccc(Cl)c2)CCCN(C2CCN(C(C)=O)CC2)C1 (centres undefined)	2.6%	-11.9%	-11.3%	23.3%	2.8%	-2.1%	14.4	6.3%	-10.8%	1.5%
17	Cc1ccccc1Oc1nc(-c2ccccn2)nc2ccccc12	-12.4%	·	1.8%	10.1%	-1.2%	1.0%	-7.1	-11.0%	38.1%[activator]	3.6%
18	NC(=O)C1CCN(c2oc(-c3ccc(F)cc3)nc2S(=O)(=O)c2ccccc2)CC1	-40.4%	·	-0.7%	·	2.1%	-10.5%	-6.5	·	·	2.7%
19	COc1ccc(C(CNC(=O)C(CCSC)NC(=O)c2ccccc2OC)N2CCCCC2)cc1 (centres undefined)	-16.8%	·	-1.2%	3.9%	·	-0.4%	1.3	-103.3%	2.3%	-9.6%
20	C=C(C)CN(CC)c1nc(N)c2c(N)nc3c(c2c1C#N)CC(=O)N3C12CC3CC(CC(C3)C1)C2	-16.0%	-0.6%	-0.7%	2.3%	57.9%[activator]	-8.6%	-14.6	12.1%	-1.5%	0.5%
21	Cc1ccc(NC(=O)c2cn(CCC#N)nc2-c2cccs2)c([N+](=O)[O-])c1	-11.3%	?	-1.1%	-6.7%	-8.3%	-1.4%	-12.1	-1.8%[46.1 µM]	?	1.5%
22	Cc1ccccc1OCC(=O)Nc1nc(-c2ccncc2)cs1	-14.8%	·	11.4%	·	0.0%	-0.4%	-13.0	0.1%	·	16.2%
23	COC(=O)CSc1ncc(S(=O)(=O)c2ccccc2)c(=O)[nH]1	?	-20.8%	-11.4%	-14.2%	5.4%	-3.1%	-20.9	-6.5%	0.8%	-3.5%
24	CCCOc1ccc(S(=O)(=O)N2CCN(C)CC2)c2ccccc12	-3.5%	?	-21.8%	-1.5%	-2.8%	3.9%	11.4	-3.3%	1.8%	-6.5%
25	COc1ccc(C(=O)OCCc2ccc(O)cc2)cc1	22.5%	6.0%	22.1%	4.3%	-6.9%	-1.6%	-2.9	-0.4%	4.9%	-2.2%
26	O=C(N/C(=C/c1ccc([N+](=O)[O-])cc1)C(=O)N1CCCC1)c1ccccc1	-2.9%	·	-0.7%	1.4%	3.5%	-0.6%	-0.2	4.9%	?	8.6%
27	CS(=O)(=O)N(CC(=O)N1CCc2ccccc2C1)c1ccc(Br)cc1	6.5%	·	·	·	7.3%	-3.3%	·	6.0%	·	·
28	COC(=O)c1ccccc1NC1CC(=O)N(c2c(C)cccc2C)C1=O (centres undefined)	9.0%	·	3.5%	2.0%	80.9%[activator]	-3.8%	37.4	9.2%	-0.7%	15.2%
29	COc1ccc([C@@H]2[C@@H]3C(=O)N(C(C)(C)C)C(=O)[C@@H]3[C@]3(Cc4ccc(Cl)cc4)C(=O)N(c4ccc(C)cc4)C(=O)N23)cc1	-8.7%	·	-0.2%	·	1.9%	-0.8%	0.0	3.4%	·	10.7%
30	CC(C)NC(=O)c1cccc(NC(=O)CC2SC(N3CCCCC3)=NC2=O)c1 (centres undefined)	1.3%	·	-1.1%	·	1.6%	1.2%	-0.1	0.8%	·	-11.5%
31	Nc1ccc(S(=O)(=O)Nc2nc(-c3ccccc3)cc(-c3ccccc3)n2)cc1	-2.2%	·	-1.0%	-2.0%	24.0%	-5.7%	?	-0.3%	-11.5%	-3.4%
32	COc1cc(C(=O)Nc2ccc(C)cn2)ccc1OCC(=O)N1CCOCC1	-4.6%	·	0.6%	·	-2.2%	0.8%	-3.1	7.2%	·	8.8%
33	O=C(/C=C/c1ccco1)c1cccnc1	-6.0%	22.4%	0.6%	22.8%	6.0%	-2.8%	-2.0	-1.2%	4.0%	-19.3%
34	COc1ccccc1C(=O)N/C(=C/c1cccc([N+](=O)[O-])c1)C(=O)Nc1cccc(C(=O)O)c1	-14.7%	-0.9%	-5.1%	-9.8%	6.2%	2.7%	15.7	-2.6%	?	7.5%
35	COc1cc(SC)ccc1C(=O)Nc1cc(C)c(OCC(=O)N2CCOCC2)c(C)c1	6.7%	·	3.1%	0.4%	-8.7%	·	4.0	6.8%	4.7%	-10.0%
36	O=C(NC1CC2CCCC(C1)N2Cc1cccs1)N1CCOCC1 (centres undefined)	1.8%	8.0%	-0.7%	7.4%	2.1%	-2.7%	-10.9	-4.6%	-8.2%	11.4%
37	CCOC(=O)C1=C(c2ccccc2)O/C(=C(/C#N)C(F)(F)F)S1	·	13.4%	-3.2%	46.4%[activator]	·	·	-9.7	·	11.9%	16.7%
38	NS(=O)(=O)OCCCc1ccc(C(F)(F)F)cc1	-7.0%	-10.8%	3.1%	-6.2%	-0.1%	-1.4%	6.7	-6.5%	11.2%	5.5%
39	Cc1ccc(S(=O)(=O)NCC2CCCO2)cc1 (centres undefined)	-0.4%	-20.4%	2.6%	-0.5%	3.6%	-0.1%	-7.1	·	-2.6%	9.0%
